High-throughput results from PubChem.
SENP8 inh = inhibitors of human SENP8 protease; Q96LD8; recombinant SENP8, Nedd8 substrate fluorescence; inhibition, % at 20 µM; hit rate 0.64% among 360,000; in the data active = inhibition mostly above about 40%, no sharp cut-off; inactive = mostly below about 27%
Target sequence (Q96LD8 whole entry, looked up): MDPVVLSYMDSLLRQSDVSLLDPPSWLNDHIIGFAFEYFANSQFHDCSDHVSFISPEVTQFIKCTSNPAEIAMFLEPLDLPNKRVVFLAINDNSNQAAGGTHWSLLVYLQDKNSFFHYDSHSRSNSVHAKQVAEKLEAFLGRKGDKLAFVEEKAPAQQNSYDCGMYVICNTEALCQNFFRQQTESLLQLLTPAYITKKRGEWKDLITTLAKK
NR3A LBD binder = modulates the human NR3A ligand-binding domain. NR3A LBD differential scanning fluorimetry, Tm shift; 0% = protein alone, 100% = glycine-bound protein. Tm shift relative to glycine control, % at 25 µM. hit rate 2.5% among 340,000. AID 1259313;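 active = melting temperature shift of at least 10% of the positive control shift, at one fixed dose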
ATG4B inh = ATG4B (human) cysteine protease inhibition; ATG4B cleavage of LC3-PLA2, NBD-HPC fluorescence, 1 h; inhibition, % at 8.33 µM; hit rate 0.51% among 340,000; AID 504462; in the data active = inhibition above about 40%
Target sequence (Q9Y4P1 whole entry, looked up): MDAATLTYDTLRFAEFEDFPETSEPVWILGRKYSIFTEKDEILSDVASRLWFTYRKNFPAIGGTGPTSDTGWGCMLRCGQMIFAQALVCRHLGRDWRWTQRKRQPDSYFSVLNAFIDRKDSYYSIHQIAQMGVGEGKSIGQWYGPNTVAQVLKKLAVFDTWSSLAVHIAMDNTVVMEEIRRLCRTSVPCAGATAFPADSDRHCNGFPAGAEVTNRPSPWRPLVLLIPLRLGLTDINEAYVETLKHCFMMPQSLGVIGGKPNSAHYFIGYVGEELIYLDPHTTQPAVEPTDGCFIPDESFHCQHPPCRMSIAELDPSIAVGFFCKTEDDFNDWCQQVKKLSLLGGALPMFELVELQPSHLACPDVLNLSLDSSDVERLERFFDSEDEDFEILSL
SENP6 block = inhibitors of human SENP6 protease; Recombinant SENP6 catalytic domain, aminoluciferin luminescence; inhibition, % at 10 µM; hit rate 1.8% among 330,000;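 active = inhibition above about 50% at the single tested dose, limit read from the data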;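 note: plate controls were DMSO wells with enzyme for no effect and DMSO wells lacking enzyme for full effect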
PfG6PD inh = PfG6PD (Plasmodium falciparum) enzyme inhibition | PfGluPho enzyme, NADPH resazurin-diaphorase fluorescence | inhibition, % at 20 µM | hit rate 0.78% among 350,000;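 active = inhibition reaching at least a set limit at 20 µM in the primary screen, cut at about 59% in these data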;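 note: 0% = DMSO wells with substrate and 100% = DMSO wells lacking glucose-6-phosphate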
MPTP block = blocks calcium-induced mitochondrial swelling | isolated mouse mitochondria, Ca2+ swelling absorbance, 30 min | inhibition, % at 10 µM | hit rate 1.4% among 360,000 | AID 602449;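 active = inhibition of 50% or more, scaled per plate between neutral and stimulator controls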;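 note: 0% = DMSO wells given calcium and 100% = 1 mM EGTA wells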
hIAP activ = human IAP activation. P09923. purified human IAP, CDP-Star luminescence, 30 min; stronger effect = higher value; 1 = vehicle-only enzyme, 0 = enzyme-free background. activation factor at 10 µM. hit rate 0.16% among 330,000. AID 2524;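 active = activation factor of the enzyme at least 2-fold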; note: the source names both 10 and 20 µM as test concentration; values of inactives mirror those of a sister screen read the other way
SENP1 inh = inhibitors of human SENP1 SUMO protease catalytic domain; recombinant SENP1 catalytic domain, CyPet-SUMO1-YPet FRET cleavage; AID 624204; Q9P0U3; hit rate 0.21% among 360,000; inhibition, % at 10 µM;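 active = inhibition at least 30% at 10 µM, raw YFP signal under a set limit, fluorescence ratio 0.5 to 1.5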;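 note: 0% = enzyme with DMSO and 100% = no enzyme wells; some results filed as inactive read as strong as hits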
Target sequence (Q9P0U3 419-644 limits assumed): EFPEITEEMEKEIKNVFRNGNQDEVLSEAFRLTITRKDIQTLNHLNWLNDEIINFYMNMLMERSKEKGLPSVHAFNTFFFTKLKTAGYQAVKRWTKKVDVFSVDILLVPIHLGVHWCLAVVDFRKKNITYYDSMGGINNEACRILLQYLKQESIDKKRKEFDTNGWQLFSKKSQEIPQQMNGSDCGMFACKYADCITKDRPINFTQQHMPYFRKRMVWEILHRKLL
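Assay system: hSENP1 catalytic domain, recombinant. Amount: SENP1 enzyme, 20 pM final. Schedule: 50 min reaction, RT, dark. Technique: FRET, CFP and YFP emission. Control set: no-enzyme wells low, DMSO-plus-enzyme wells high control.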
* = called active by the depositor; · = not tested or not shown. Compounds were not picked by outcome, and some 6.7% of all compounds hit somewhere here.

SMILES	SENP8 inh	NR3A LBD binder	ATG4B inh	SENP6 block	PfG6PD inh	MPTP block	hIAP activ	SENP1 inh
COc1ccc(C(CNc2ccc(C(F)(F)F)cn2)N(C)C)cc1OC (configuration not stated)	-108.6	0.8	-1.6	-17.6	-5.5	-0.5	1.16	-26.4
COc1cc(C(O)C(=O)O)ccc1O (configuration not stated)	7.0	0.6	-5.4	3.6	-1.7	2.8	1.11	-1.9
c1ccc2cc3c(NCCN4CCOCC4)ccnc3cc2c1	-355.3	-8.2	3.5	·	6.8	1.4	·	-27.7
Nc1nc(-c2ccc(F)cc2)cs1	27.3	-0.4	1.2	-13.1	10.3	0.8	0.983	2.7
Cc1ccc(CNC(=O)C2CC(=O)N(C3CCCC3)C2)cc1 (configuration not stated)	6.2	1.2	-7.0	-24.7	2.6	-0.6	1.02	-0.1
CCN(CC)C(=O)C1CCCN(C/C=C/c2ccccc2[N+](=O)[O-])C1 (configuration not stated)	17.6	1.6	-5.9	15.2	-11.7	0.3	1.06	0.1
COc1ccc(C(NC(=O)CNC(C)=O)C(=O)Nc2ccc3c(c2)OCCO3)cc1 (configuration not stated)	26.1	3.0	-1.5	-5.8	-28.8	0.7	0.89	-1.0
CCOc1ccc(NC(=O)COC(=O)CCC(=O)c2cccs2)cc1	1.0	-17.8	0.2	-3.2	-15.7	-0.7	1.03	2.7
Cn1nc(NC(=O)C(F)(F)F)c2nccnc21	14.5	·	·	·	-14.7	0.0	·	1.4
CNC(=O)c1cc(C(=O)c2ccc(F)cc2Cl)c[nH]1	14.9	1.9	7.7	4.6	-13.9	-0.9	0.942	2.8
COC(=O)c1sc(N2C(=O)C(O)=C(C(=O)c3ccc(C)o3)C2c2cccs2)nc1C (configuration not stated)	-85.1	-3.4	-0.4	6.0	-4.0	-0.8	0.95	-61.2
O=C(COC(=O)C1=COCCO1)Nc1c(F)cccc1F	4.2	-0.9	0.5	-10.9	-2.0	-1.6	0.896	0.3
COc1ccc(CCNC(=O)CSc2ccc(-c3ccncc3)nn2)cc1	15.0	-1.0	-5.0	-21.5	11.3	1.0	1.03	8.1
CCOC(=O)c1[nH]c(C)c(C(=O)OCC(=O)NCc2ccc(Cl)cc2)c1C	5.9	-0.3	-10.1	11.4	-1.6	-1.8	1.03	-1.7
Cc1ccc(C(=O)NNc2nc3ccccc3nc2C(F)(F)F)cc1	8.3	-1.1	3.0	-2.9	21.4	1.0	1.28	3.3
COc1cc(OC)cc(C(=O)Oc2ccc(/C=N/Nc3nc4ccccc4s3)cc2OC)c1	-257.4	18.0*	14.9	-7.2	19.0	0.7	1.03	-18.9
C=C(C)CNC(=S)N/N=C(\C)c1cccc(NC(C)=O)c1	4.4	-0.5	3.4	·	-20.7	-1.4	·	-5.6
CN1CCCC(CC2c3ccccc3Sc3ccccc32)C1 (configuration not stated)	13.8	-1.3	-3.2	-10.3	14.2	99.9*	0.984	1.7
NC(=O)CC(NC(=O)Cc1ccc(Br)cc1)c1ccc(NC2CC3CCC2C3)c([N+](=O)[O-])c1 (configuration not stated)	25.6	-0.6	-17.9	-0.2	17.3	0.3	0.985	1.4
O=C(CN1C(=O)/C(=C/c2cccc(Br)c2)SC1=S)NC1=NCCS1	28.2	4.7	-11.3	10.8	-15.5	1.1	1.11	2.4
O=C(NCc1ccco1)C1CCCN1C(=O)NCc1ccccc1 (configuration not stated)	25.5	0.3	-8.2	-2.6	-4.6	-1.2	1.12	0.1
Cc1cc(NC(=O)CSc2nnc(C3CC3)n2C)no1	8.8	-0.8	-9.8	4.1	-23.2	0.2	1.05	0.5
Cc1ccc(C(c2sc3nc(C)nn3c2O)N2CCN(c3ccc(F)cc3)CC2)cc1 (configuration not stated)	21.7	1.2	-26.6	-1.4	8.5	-4.5	1.11	1.8
CCN(CC1COc2ccccc2O1)C(=S)Nc1ccc(F)cc1 (configuration not stated)	17.3	-0.7	-10.9	-3.5	-1.7	8.1	1.11	-0.4
CCCC(c1nnnn1CS(=O)(=O)c1ccc(C)cc1)N1CCN(CC)CC1 (configuration not stated)	7.7	-0.2	14.2	-3.7	1.2	-0.7	0.934	1.4
CN(C)c1ccc(/C=N/NC(=O)c2ccc(NC(=O)c3ccccc3)cc2)cc1	-434.1	19.4*	-8.7	-26.5	0.9	0.4	1.07	-37.5
O=C(Cc1ccccc1)N1CCC(c2nc3ccccc3[nH]2)CC1	18.0	0.5	-4.9	-1.9	2.6	-1.6	0.98	-0.1
Cc1c(N2C(=O)C(=O)/C(=C(/O)c3ccc(Cl)cc3)C2c2ccccc2)c(=O)n(-c2ccccc2)n1C (configuration not stated)	-21.3	1.4	-11.8	9.1	-13.3	0.5	1.07	2.4
COc1ccc(NC(=O)CC2C(=O)N(c3cccc(OC)c3)C(=O)N2C(C)C)cc1 (configuration not stated)	7.5	5.4	-6.8	0.4	5.3	-1.3	0.852	0.1
Cc1cccc(CSCCNC(=S)Nc2ccccc2)c1	11.9	-3.7	9.5	18.6	3.6	82.2*	0.93	0.8

3 of the entries above in order of the SENP6 block value, ascending:
SMILES	SENP6 block
Cc1ccc(CNC(=O)C2CC(=O)N(C3CCCC3)C2)cc1 (configuration not stated)	-24.7
NC(=O)CC(NC(=O)Cc1ccc(Br)cc1)c1ccc(NC2CC3CCC2C3)c([N+](=O)[O-])c1 (configuration not stated)	-0.2
Cc1c(N2C(=O)C(=O)/C(=C(/O)c3ccc(Cl)cc3)C2c2ccccc2)c(=O)n(-c2ccccc2)n1C (configuration not stated)	9.1

(continued)
SMILES	SENP8 inh	NR3A LBD binder	ATG4B inh	SENP6 block	PfG6PD inh	MPTP block	hIAP activ	SENP1 inh
CCOc1ccc(Oc2ccc(S(=O)(=O)N3CCOCC3)cc2N)cc1	3.4	0.6	-5.0	-5.1	-1.1	-2.9	1	-0.3
COc1ccc(-c2sc3cc4c(cc3c2C#Cc2cncn2C)OCO4)cc1	-486.3	-0.6	-0.1	-4.9	1.3	-2.7	1.06	-0.1
CC[C@H](C)[C@H](NC(N)=O)C(=O)OCC(=O)NCc1ccc(Cl)cc1	14.3	7.6	-4.6	20.2	-5.8	-1.7	1.1	-1.0
COc1ccc(N2C(=O)C(C)C(Cc3ccc(C)cc3)C2=O)cc1 (configuration not stated)	17.2	0.7	-5.8	-1.7	-2.8	1.5	0.839	1.7
CNS(=O)(=O)c1ccc(CNC[C@H]2O[C@@H](n3cc(C)c(=O)[nH]c3=O)C[C@@H]2O)cc1	10.1	·	·	·	-2.4	-1.5	·	-1.6
CCc1cc(=O)oc2cc(C)cc(OCC(=O)C(C)(C)C)c12	-295.4	0.5	-10.8	-1.0	-14.2	1.3	1.06	2.9
CCN(CC(=O)Nc1cccc(C#N)c1)CC(=O)Nc1cccc(OC)c1	20.0	-1.7	-13.5	-1.2	12.9	-0.2	1.04	2.0
Cc1ccc(NC(=O)Cc2nnc(SCC(=O)Nc3nncs3)n2C)c(C)c1	9.3	-1.3	0.4	0.5	-32.0	-0.9	0.796	0.9
COc1ccc(Cn2c(O)c(C=Nc3ccc(OC)cc3)c3ccccc3c2=O)cc1	-57.9	-1.8	-3.2	58.5*	14.9	2.8	0.925	-29.6
CCN(CC)S(=O)(=O)c1ccc(N2CCCCC2)c(NC(=O)C2CSC3(C)CCC(=O)N23)c1 (configuration not stated)	-16.3	·	·	·	6.2	0.4	·	-6.4

A different layout for part of the listing above.
Under each structure: SENP8 inh	NR3A LBD binder	ATG4B inh	SENP6 block	PfG6PD inh	MPTP block	hIAP activ	SENP1 inh
CC[C@H](C)[C@H](NC(N)=O)C(=O)OCC(=O)NCc1ccc(Cl)cc1
    14.3	7.6	-4.6	20.2	-5.8	-1.7	1.1	-1.0
COc1ccc(N2C(=O)C(C)C(Cc3ccc(C)cc3)C2=O)cc1 (configuration not stated)
    17.2	0.7	-5.8	-1.7	-2.8	1.5	0.839	1.7
CNS(=O)(=O)c1ccc(CNC[C@H]2O[C@@H](n3cc(C)c(=O)[nH]c3=O)C[C@@H]2O)cc1
    10.1	·	·	·	-2.4	-1.5	·	-1.6
CCc1cc(=O)oc2cc(C)cc(OCC(=O)C(C)(C)C)c12
    -295.4	0.5	-10.8	-1.0	-14.2	1.3	1.06	2.9
CCN(CC(=O)Nc1cccc(C#N)c1)CC(=O)Nc1cccc(OC)c1
    20.0	-1.7	-13.5	-1.2	12.9	-0.2	1.04	2.0
Cc1ccc(NC(=O)Cc2nnc(SCC(=O)Nc3nncs3)n2C)c(C)c1
    9.3	-1.3	0.4	0.5	-32.0	-0.9	0.796	0.9
COc1ccc(Cn2c(O)c(C=Nc3ccc(OC)cc3)c3ccccc3c2=O)cc1
    -57.9	-1.8	-3.2	58.5*	14.9	2.8	0.925	-29.6
CCN(CC)S(=O)(=O)c1ccc(N2CCCCC2)c(NC(=O)C2CSC3(C)CCC(=O)N23)c1 (configuration not stated)
    -16.3	·	·	·	6.2	0.4	·	-6.4

Going on with the list.
SMILES	SENP8 inh	NR3A LBD binder	ATG4B inh	SENP6 block	PfG6PD inh	MPTP block	hIAP activ	SENP1 inh
CCn1c(-c2ccc(N)cc2)nc2ccccc21	-418.8	-1.2	-1.2	-8.0	23.0	-1.4	0.934	2.5
Cc1cc2c(ncn2C(C)C)c(N)c1C	13.3	0.6	-6.8	-13.5	34.7	0.6	0.903	-2.7
CCCn1c(N)c(C(=O)CSc2nnc(-c3cccnc3)n2-c2ccc(C)cc2C)c(=O)[nH]c1=O	25.2	-5.4	-0.6	3.5	34.0	-5.9	1.12	-2.3
O=C(COc1coc(CN2CCN(c3ccccc3)CC2)cc1=O)NC1CCCC1	3.2	-0.3	-3.3	3.4	-0.7	-2.1	1.05	-1.2
CC(=O)C(C(c1ccccc1)c1c[nH]c2ccccc12)[N+](=O)[O-] (configuration not stated)	11.2	1.6	-3.2	-6.6	-15.8	-0.4	1.02	2.9
c1ccc(OCc2nnc3sc(C4COc5ccccc5O4)nn23)cc1 (configuration not stated)	-27.6	-1.6	7.6	-22.7	55.8	-0.3	1.06	-7.8
C[C@H](CO)N1C[C@H](C)[C@@H](CN(C)S(=O)(=O)c2ccccc2)Oc2c(NC(=O)c3ccncc3)cccc2C1=O	-5.0	-1.2	1.9	-21.5	-4.1	-0.2	1.12	-1.2
Nc1nnnn1/N=C/c1cccc(O)c1	14.8	-4.4	-6.1	6.8	9.9	3.5	1.13	2.1
CNC(=O)CC(C(=O)O)c1ccc(OCC(C)C)cc1 (configuration not stated)	13.1	-0.7	-9.2	-7.5	13.1	-0.1	1.08	-0.4
CC(=O)/C=C/c1ccc(C)o1	3.2	-1.6	3.9	-19.1	37.8	0.4	1.12	-2.6
COc1cc(S(=O)(=O)NCc2ccc3c(c2)OCO3)ccc1F	5.1	-0.2	-2.8	-6.7	-0.4	1.2	0.989	1.0
O=C(CCS(=O)(=O)c1ccc2c(c1)NC(=O)CO2)NCc1ccccc1	19.7	-1.6	-4.2	8.2	4.8	-1.4	1.02	-1.3
O=C(NCc1ccco1)c1ccc(Oc2ccccc2)cc1	17.6	-0.3	0.1	0.4	5.2	3.3	1.01	-1.2
CC(=O)NS(=O)(=O)c1ccc(NC(=S)NC(=O)COc2ccccc2C)cc1	6.4	0.8	9.2	10.6	-18.7	-0.7	1.02	0.7
CCCn1c(SCC(=O)Nc2cccc(C(=O)OC)c2)nnc1-c1cccnc1	30.2	-0.1	-2.8	2.9	6.6	-0.3	1.04	2.0
O=C1C2C3C=CC(O3)C2C(=O)N1Cc1ccncc1 (configuration not stated)	1.5	-2.8	0.0	·	-4.2	0.1	·	3.1
COc1ccc(C2c3ccsc3CCN2C(=O)C(C)(C)C)cc1 (configuration not stated)	13.4	-0.2	-2.8	10.3	4.9	3.8	0.913	-0.2
Cn1c(Cc2cccs2)nnc1SCC(=O)Nc1ccc(F)cc1F	0.1	2.1	3.1	-7.6	8.8	0.3	0.959	-1.5
O=S(=O)(Nc1nc(SCc2ccc(Cl)cc2)n[nH]1)c1ccc(F)cc1	7.5	0.0	-0.1	-31.3	-1.4	7.3	1.03	1.5
Cc1cccc2cc(C(c3nnnn3C(C)(C)C)N3CCN(C(=O)c4ccco4)CC3)c(=O)[nH]c12 (configuration not stated)	-28.3	-0.1	-12.4	-40.3	-7.1	-2.2	0.971	-3.3
